Pf Dd2 growth: Plasmodium falciparum Dd2 growth inhibition; Potency, µM (titrated, usually from 28.9 µM), for inactives: at the highest dose activity, negative = inhibition, hits mostly inhibitors; P. falciparum Dd2 growth, SYBR Green, 72 h; AID 1347417; 120,000 tested, 4.3% active; active = well fitted inhibition curve with a large enough effect; inconclusive = small, poorly fitted or top-dose-only effect; inactive = no such curve, though single readings can be large or run the other way;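 also: plate controls were DMSO vehicle for no effect and reference drug for full effect; nearly all actives have a fitted effect of over 65% in size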
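Readout: SYBR Green fluorescence, 485 nm excitation, 535 nm emission, after ~16 h lysis at 37C. Before that, Dd2-infected red cells (2.5% hematocrit) grew 72 h with compound, 29 uM top final concentration.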
The depositor's hits bear a star; i = inactive; ? = inconclusive; [ ] = dose if it differs, or a comment. Potency is read from the fitted curve at half-maximal effect.

SMILES	Pf Dd2 growth
Cc1ccc(CNC(=O)c2ccc(CS(=O)(=O)Cc3ccc(C)cc3)o2)cc1	13%
CCOC(=O)C1=CN(CC(=O)Nc2ccc(C)cc2Cl)S(=O)(=O)N=C1C	61%[activator]
COc1ccc(-c2cc(C(C)=O)c(C)n2CCC(=O)Nc2ccc(C)cc2Cl)cc1	?
CSc1cccc(NC(=O)Cn2c(-c3ccc(Cl)cc3)nc(C)c(CCO)c2=O)c1	?
CCc1nc2c(=O)n(CC(=O)NCc3ccc(Br)cc3)nc(C)c2s1	i
OC[C@@H]1CNC[C@H]1C1CCN(CC2CCCCC2)CC1	51%[activator]
Cc1nn(C)c2nc(-c3ccccn3)nc(NCc3ccc4c(c3)OCO4)c12	8.9µM*
Nc1c(C(=O)Nc2ccc(Br)cc2)sc2nc(-c3ccncc3)ccc12	?
COCCOC1CN(C2CCN(Cc3cccc(F)c3)CC2)C12CCCCC2 (configuration not stated)	3.5µM*
COc1ccccc1NC(=O)CSC1=Nc2ccccc2C2=NC(CC(=O)NCc3ccccc3)C(=O)N12 (configuration not stated)	97%[activator]
O=C(CCCc1ccccc1)NCc1nnc2cc(-c3nc(C4CC4)no3)ccn12	?
CCCCN(C)CCNC(=O)Cn1ncc2c([nH]c3ccccc32)c1=O	-4%
CC(C)CN1CCN(c2nc(CCN)nc3ccccc23)CC1CCO (configuration not stated)	-1%
CN(Cc1ccc(F)cc1)Cc1cccc2ccccc12	?
Cc1nnc(-c2cc(-c3cccnc3)ccn2)n1-c1ccccc1	-3%[44.1 µM]
COc1cccc(CN2CCCN(S(=O)(=O)c3ccccc3)CCC(=O)NCC2)n1	?
O=C(NCCc1nc(Cc2ccccc2)no1)[C@H]1CCC[C@H](O)C1	-9%
Cc1cccc(N(CC(=O)NCc2ccccc2)S(C)(=O)=O)c1C	20%
COc1ccc(/C=C/c2nc3ccccc3c(=O)n2-c2cccc(C(F)(F)F)c2)cc1	i
COCCN1CCCCCC(O)c2cc(C(=O)NCCc3c[nH]c4ccccc34)ccc21 (configuration not stated)	5µM*
COc1ccc(C(=O)N2CC(c3nc(CCN(C)C(=O)C4CC4)no3)C2)c(OC)n1	-1%
Cc1ccc(OCC(=O)N2CCCC2c2nc(C3CCOCC3)no2)cc1 (configuration not stated)	50%[activator]
COc1ccc(NC(=O)Cn2ccn3nc4c(c3c2=O)CCCCC4)cc1	13%
Cc1c(F)cccc1NC(=O)Nc1cccc(-c2ccc(N3CCOCC3)nn2)c1	?
O=C(NCc1nnc2ccc(-c3ccc(F)cc3)nn12)c1ccoc1	-21%
COC(=O)N1CCCC(c2nn(-c3ccc(OC)cc3)c(=O)[nH]2)C1 (configuration not stated)	i
O=C(c1nc(-c2ccc(Cl)nc2)c2ccccn12)N1CCN(c2ncccn2)CC1	?
O=C(O)CCn1ncc2cc(OCC3CCN(C(=O)Oc4ccccc4Cl)CC3)ccc21	i
Cc1oc2ncn(CC(C)C)c(=O)c2c1C(=O)N1CCN(c2cccc(C(F)(F)F)c2)CC1	?
O=C1N(c2ccccc2)C[C@H]2CN(CC3CC3)CCN12	-21%[44.1 µM]
CCc1ccc(C(=O)N2CCN(C(=O)c3nnn4c3COC(c3ccc(F)cc3)C4)CC2)cc1 (configuration not stated)	-6%
COCCC(=O)NCCC1CCN(C(=O)Nc2cccc(F)c2)CC1	1%
O=C(C1CCCC1)N1CCC2(CC1)NC(=O)N(c1ccccc1)N2	12%
O=C(/C=C/c1cn(CC(O)CN2CCCCCC2)c2ccccc12)c1ccc(Br)cc1 (configuration not stated)	10µM*
O=C(c1ccco1)N1CCC2(CC1)CC(N(C(=O)c1ccccc1)C1CC1)CCO2 (configuration not stated)	i
O=S(=O)(c1ccc(Br)cc1)c1nnn2c1nc(N1CCOCC1)c1sccc12	?
Cc1cc(C)cc(N2C(=O)N(Cc3cc(=O)n4ccccc4n3)c3ccccc3S2(=O)=O)c1	?
COCCC(=O)N1CCC2(CC1)C(=O)Nc1cc(Oc3cccc(N(C)C)c3)c(OC)cc12	-5%
c1ccc(-c2nc(C3CCOCC3)no2)c(OC2CCN(C3CCCC3)C2)c1 (configuration not stated)	?
O=C(NCc1ccc2c(c1)OCO2)C1CN(Cc2ccccc2)C(=O)N1 (configuration not stated)	-4%
O=C1CNc2ccc(C(=O)N3C[C@H](CO)C[C@H](CN4CCCC4)C3)cc2N1	-9%
COc1ccc(-n2c(-c3ccco3)nc3c(cnn3-c3ccc(Cl)cc3)c2=O)cc1	10µM*
Cc1ncsc1CN1CCc2nc(N3CCN(C)CC3)sc2C1	i
CN(CCc1noc(C2CC2)n1)C(=O)C1CC(=O)N(C(C)(C)C)C1 (configuration not stated)	-7%
COC(=O)[C@H](NC(=O)C1=C[C@@H](NC(=O)Nc2ccc(C)cc2)[C@@H](O)[C@H](O)C1)C(C)C	0%[44.1 µM]

Copied from the entries so far for reference:
SMILES	Pf Dd2 growth
O=C1N(c2ccccc2)C[C@H]2CN(CC3CC3)CCN12	-21%[44.1 µM]
CCc1ccc(C(=O)N2CCN(C(=O)c3nnn4c3COC(c3ccc(F)cc3)C4)CC2)cc1 (configuration not stated)	-6%
COCCC(=O)NCCC1CCN(C(=O)Nc2cccc(F)c2)CC1	1%
O=C(C1CCCC1)N1CCC2(CC1)NC(=O)N(c1ccccc1)N2	12%
O=C(/C=C/c1cn(CC(O)CN2CCCCCC2)c2ccccc12)c1ccc(Br)cc1 (configuration not stated)	10µM*
O=C(c1ccco1)N1CCC2(CC1)CC(N(C(=O)c1ccccc1)C1CC1)CCO2 (configuration not stated)	i
O=S(=O)(c1ccc(Br)cc1)c1nnn2c1nc(N1CCOCC1)c1sccc12	?
Cc1cc(C)cc(N2C(=O)N(Cc3cc(=O)n4ccccc4n3)c3ccccc3S2(=O)=O)c1	?
COCCC(=O)N1CCC2(CC1)C(=O)Nc1cc(Oc3cccc(N(C)C)c3)c(OC)cc12	-5%
c1ccc(-c2nc(C3CCOCC3)no2)c(OC2CCN(C3CCCC3)C2)c1 (configuration not stated)	?
O=C(NCc1ccc2c(c1)OCO2)C1CN(Cc2ccccc2)C(=O)N1 (configuration not stated)	-4%
O=C1CNc2ccc(C(=O)N3C[C@H](CO)C[C@H](CN4CCCC4)C3)cc2N1	-9%
COc1ccc(-n2c(-c3ccco3)nc3c(cnn3-c3ccc(Cl)cc3)c2=O)cc1	10µM*

Next section
SMILES	Pf Dd2 growth
CC1=C(C(=O)N(C)C)C(c2ccc(Cl)cc2)N2C(CC(=O)N3CCOCC3)=CSC2=N1 (configuration not stated)	?
COCc1cc(N2CCN(C)C3(CCC(=O)N(C)CC3)C2)ncn1 (configuration not stated)	-4%
CCN1c2cc(C(=O)NCc3ccccc3Cl)ccc2C(=O)N2CCCCCC21 (configuration not stated)	?
COc1ccc(-n2nc(C3CCN(C(=O)Cc4ccccn4)CC3)[nH]c2=O)cc1	-8%
CCOc1ccc(C2c3c(oc4ccc(C)cc4c3=O)C(=O)N2CCCN(C)C)cc1OC (configuration not stated)	-18%
COc1ccc(-c2cc(-c3ccccc3)c(C#N)c(SCC(O)CS(=O)(=O)Cc3ccc(Cl)cc3)n2)cc1 (configuration not stated)	?
Cc1nn2c(c1-c1ccnn1C(C)C)N(C(=O)c1ccc(Oc3ccccc3)cc1)CCC2	i
O=C(CS(=O)(=O)c1cccc2nsnc12)N1CCN(c2ccccc2)CC1	i
COc1ccc(Cl)cc1Nc1cc(C)nc2nc(-c3ccccc3C)nn12	36%[activator]
Cc1ccc([C@H]2CN(C(=O)C(=O)c3cccn3C)[C@@H]3C4CCN(CC4)[C@H]23)cc1	?
COCc1nc(C2CCN(C(=O)NCC(C)C)C2)no1 (configuration not stated)	2%
C[S+](=O)([O-])N1Cc2ccccc2CC2(CCN(CC3CCNC3)CC2)C1 (configuration not stated)	16%
O=C(CCN1CCCCO1)N1CCOC(CC2CCCCC2)C1 (configuration not stated)	-22%
COc1ccccc1CNC(=O)c1sc2nc3n(c(=O)c2c1C)CCC3	?
O=C1NC2(Cc3ccccc31)CN(C(=O)c1ccc(C(F)(F)F)cc1)C2	?
O=C(NC1CCCCCC1)c1ccc(CS(=O)c2cccc(Cl)c2)o1 (configuration not stated)	7%
COc1ccccc1NCc1cccn1-c1nnc(N2CCOCC2)s1	?
Cc1ccc(CCNC(=O)c2nnn3c2COC(c2ccc(Cl)cc2)C3)cc1 (configuration not stated)	?
CCOc1ccc(-n2nc(CO)c(C(=O)NCc3cccs3)n2)cc1	9%
Cn1cc([C@@H](NC(=O)c2cc(=O)n(-c3ccccc3)[nH]2)C2CC(O)C2)cn1 (some centres not stated)	?
O=C(c1ccccc1)N1CCC2(CC1)COc1ccccc1NC2=O	7%[44.1 µM]
Cc1ccc(C2c3[nH]c4ccccc4c3CCN2C(=O)c2ccccc2Br)cc1 (configuration not stated)	?
Cc1cccc(NC(=O)N2CCCC(Cn3cnc4cccnc43)C2)c1 (configuration not stated)	-17%
Cc1noc(-c2cccn3c(CNC(=O)Cc4cccc(F)c4)nnc23)n1	i
COc1cccc(CNC(=O)[C@@H]2C[C@@H](O)CN2C2CCN(C(=O)c3ccsc3)CC2)c1	?
O=C(C1CCCCC1)N1C[C@@H]2C[C@H](C1)c1ccc(-c3cccc(C(F)(F)F)c3)c(=O)n1C2	-14%
Cc1c(C(=O)Nc2ccc(F)c(Cl)c2)sc2nc3n(c(=O)c12)CCC3	?
COc1ccc(C2=C(C)C(=NCc3ccc(OC(C)C)cc3)NS2(=O)=O)cc1	?
COc1cc(NC(=O)c2cnc3c(-c4ccc(F)cc4)c(C)nn3c2C)cc(OC)c1	30%[activator]
COc1cc(C(=O)N2CCC(n3c(=O)[nH]c4ccccc43)CC2)nc2ccccc12	-12%
Cc1nc2ccc(C(=O)N[C@@H]3CCOC[C@H]3Oc3ccccn3)cc2s1	-6%
COc1ccc(CCC(=O)N2CCCCCCNC(=O)[C@@H]3CCC[C@@H]32)cc1	-7%
CC(C)CN1C(=O)CO[C@H](c2ccc(NC(=O)C3CCC3)cc2)[C@H]1CO	i
CC1=C[C@@H](CNC(=O)CCCC(=O)O)[C@H](C(C)C)C[C@H]1Cc1nc2ccc(C)cc2[nH]1	?
CC(C)Oc1cccc2c1c(NC(=O)c1cccnn1)nn2Cc1ccccc1	?
COc1ccccc1C(=O)Nc1ccc(-c2cc(C(F)(F)F)nn2-c2ccccc2)cc1	46%[activator]
CCOc1ccc(NC(=O)Cn2c(=O)c(-c3noc(CC)n3)c3n(c2=O)CCCC3)cc1	i
COc1ccccc1C(=O)Nc1cccc(OCc2cc(=O)n3c4c(sc3n2)CCCC4)c1	1%
Cc1cc(C)cc(C(=O)N2CCCC3(C2)NC(=O)N(Cc2ccc(Cl)cc2)C3=O)c1 (configuration not stated)	-27%
COc1cccc(N2CCN(C(=O)C3CCCN(S(=O)(=O)c4cccc5nsnc45)C3)CC2)c1 (configuration not stated)	i
CC(C)CCNC1(Cc2cc(CN3CCOCC3)on2)COC1	-10%[44.1 µM]
O=C(NCc1ccco1)C1CC(=O)N(c2n[nH]c3ccccc23)C1 (configuration not stated)	-3%
Cc1ccc(S(=O)(=O)N2C[C@@H](F)C[C@H]2C(=O)N2CCc3ccccc3C2)cc1	26%
CC(Oc1ccccc1)C(=O)N1CCN(C(=O)c2nnn3c2COC(c2ccc(Cl)cc2)C3)CC1 (configuration not stated)	?
COc1ccc(NC(=O)CCCN2C(=O)C(c3ccccc3)Oc3cccnc32)cc1OC (configuration not stated)	i
COc1ccc(-c2cc3c(=O)n(CCNC(=O)Cc4ccsc4)ccn3n2)cc1	-17%
Cc1c(Cl)cccc1-n1ncc(C(=O)N2CCc3ccccc3C2)c1C1CCN(C(=O)OC(C)(C)C)CC1	?
O=C(c1ccncc1)N1CCC(Oc2ccccc2)C1 (configuration not stated)	i
CCCOc1ccc(C(=O)Nc2sc3c(c2C(=O)OCC)CCCCC3)cc1	i
CCCNC(=O)NC[C@@H]1C=C(C)[C@H](Cc2nc3ccc(OC)cc3[nH]2)C[C@H]1C(C)C	10µM*
Cc1ccccc1[C@H]1C[C@@H](O)[C@@H](O)[C@@H]1NS(=O)(=O)c1ccc(C#N)cc1	-13%[44.1 µM]
CN1CC2(CCN(C(=O)NCc3ccc(F)cc3)CC2)CC1C(=O)N1CCOCC1 (configuration not stated)	10%
Cc1cc(-c2ccccc2)nc2cc(C(=O)Nc3ccc(Cl)c(Cl)c3)nn12	-15%
COC(=O)c1cnn2c(C)c(Cc3c(C)cc(C)cc3C)c(C)nc12	-12%
COc1ccc(C(=O)NC(C(=O)NCC(C)C)C2CCN(C(=O)c3ccccc3F)CC2)cc1 (configuration not stated)	i
CCc1ccc(NC(=O)Cn2ncc3c(C)n(Cc4cccc(Cl)c4)c(C)c3c2=O)cc1	-2%
Cc1ccc(CC(=O)N2CCC[C@H]2c2nc(-c3ccccc3Cl)no2)cc1	i
O=C1CCN(C(=O)c2ccccc2)CCCC(C(=O)N2CCN(Cc3ccccc3F)CC2)CCN1 (configuration not stated)	-15%
COc1cc(CN(C(=O)COc2ccc(F)cc2)c2ccccn2)cc(OC)c1OC	?
N#Cc1c(C(F)(F)F)cc(-c2cccs2)nc1SCC(=O)Nc1cccc(Br)c1	?

Next section
SMILES	Pf Dd2 growth
NCCCC(=O)N1CCC2(CC1)CN(C(=O)Cc1ccc(Cl)cc1)CCO2	8%
Cc1cccc(C(=O)NNc2ncnc3c2cnn3-c2ccc(C)c(Cl)c2)c1	31%
COCCn1ccnc1CN1CCn2nc(C(O)C3CC3)cc2C1 (configuration not stated)	2%
COCc1cc([C@H]2N[C@@](C)(C(=O)OC)[C@H]3C(=O)N(C)C(=O)[C@@H]23)ccc1OC	1%

The list is partial. The share of hits here may be higher or lower than overall.
